# High-throughput results as filed in PubChem.
# ERp5 inh – inhibitors of human ERp5; Q15084; ERp5 insulin aggregation, absorbance 650 nm, 90 min; inhibition, % at 9.99 µM; 0.05% of 350,000 active; AID 651711;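 active = mean replicate inhibition above about 25%, with every replicate also reaching it, limit read from the data, passing the limit was not always enough; inconclusive = only one of those two criteria met; inactive = neither criterion met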
# Target sequence (Q15084 whole entry, looked up): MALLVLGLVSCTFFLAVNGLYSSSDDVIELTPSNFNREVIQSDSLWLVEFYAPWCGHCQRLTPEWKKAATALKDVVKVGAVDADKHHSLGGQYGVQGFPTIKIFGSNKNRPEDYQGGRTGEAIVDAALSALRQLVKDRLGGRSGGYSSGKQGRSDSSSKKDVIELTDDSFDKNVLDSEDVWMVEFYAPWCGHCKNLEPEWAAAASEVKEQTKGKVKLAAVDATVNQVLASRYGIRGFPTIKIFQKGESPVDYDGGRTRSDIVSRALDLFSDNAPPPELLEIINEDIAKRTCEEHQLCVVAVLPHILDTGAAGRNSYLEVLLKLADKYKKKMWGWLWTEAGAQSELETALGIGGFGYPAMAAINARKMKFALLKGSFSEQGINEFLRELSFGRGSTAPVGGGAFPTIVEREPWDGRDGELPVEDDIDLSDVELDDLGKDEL
# esBAF inh – inhibitors of esBAF chromatin remodeling in mouse ES cells; Bmi1-luciferase knock-in reporter, 24 h; 100% = twice the neutral-well signal; reporter increase, % at 12.5 µM; 2% of 350,000 active; AID 602393; in the data active = activation above about 40%; inconclusive = no clear call, values can overlap the other calls;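 note: 0% = median of the plate's neutral control wells and 100% = double that signal; a rise in the Bmi1 reporter signal indicates esBAF inhibition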
# ARNT TACC3 PPI – ARNT/TACC3 interaction disruption; AlphaScreen His-ARNT PAS-B/GST-TACC3 binding, luminescence; TACC3 fragment carries E629A point mutation; AID 623870; 0.66% of 390,000 active; inhibition, % at 9.99 µM;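 active = mean inhibition of replicates at least 50% and at least half of replicates each reaching 50%; inconclusive = half or more replicates reach 50% but mean below 50%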;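 note: 0% = complete ARNT plus TACC3 wells and 100% = ARNT alone without TACC3; many hits fall short of the cut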
# Cneo AK release – causes C. neoformans cell lysis; adenylate kinase release luminescence, 4 h; normalised: neutral wells 0, clomiphene wells 100; 0.2% of 360,000 active; lysis activity, % at 15 µM;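 active = mean lysis activity across replicates of at least 80%, whatever share of replicates individually reach that level; inactive = mean lysis activity below 80%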
#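 Material: C. neoformans cells; Schedule: 4 h static compound exposure, 37 °C, read 1 h post-reagent; Measured by: adenylate kinase release luminescence; Read-out: signal increase indicating cell lysis; Controls: Clomiphene as positive lysis control.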
# SIRT5 block – inhibitors of human sirtuin-5 desuccinylase | Q9NXA8 | Purified SirT5, succinyl-peptide AMC, trypsin-coupled fluorescence | inhibition, % at 15 µM | 1.1% of 330,000 active | AID 652115; in the data active = inhibition above about 15%; inconclusive = no clear call, values can overlap the other calls
# Target sequence (Q9NXA8 whole entry, looked up): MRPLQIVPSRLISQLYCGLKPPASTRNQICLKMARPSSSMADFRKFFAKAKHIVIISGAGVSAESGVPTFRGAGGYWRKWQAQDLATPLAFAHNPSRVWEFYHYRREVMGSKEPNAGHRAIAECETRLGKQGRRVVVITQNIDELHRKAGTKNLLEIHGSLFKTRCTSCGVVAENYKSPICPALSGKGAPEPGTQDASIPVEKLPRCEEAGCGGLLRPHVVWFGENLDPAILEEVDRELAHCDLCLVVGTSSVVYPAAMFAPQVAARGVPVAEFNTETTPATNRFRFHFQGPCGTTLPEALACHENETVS
# miR122 inh – miR-122 inhibition in Huh7 cells; Huh7 miR-122 Renilla luciferase sensor, 48 h; neutral wells = 0, positive control = 100; activation (reporter increase), % at 12.5 µM; 0.3% of 340,000 active; AID 602342;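 active = mean replicate activation score at least 90 and every replicate individually at or above 90; inconclusive = only one of the two criteria met; inactive = neither criterion met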;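 note: higher luciferase means less miR-122 activity so hits act as miR-122 inhibitors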
# Statin myotox sup – protects C2C12 myotubes from simvastatin toxicity. ATP luminescence, 48 h; scaled: DMSO 0, geranylgeraniol control 100. rescue of ATP level, % at 7.49 µM. 0.78% of 330,000 active. AID 602340;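 active = mean ATP rescue above about 67%, or every replicate alone reaching that limit, limit read from the data, passing the limit was not always enough; inconclusive = no clear call, values can overlap the other calls; inactive = mean under the limit and some replicate under it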;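 note: myotubes were challenged with 10 µM simvastatin during compound exposure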
# Active calls of the source: *; u = inconclusive; x = not tested or not shown; [ ] = another dose, or the depositor's remark.
SMILES,ERp5 inh,esBAF inh,ARNT TACC3 PPI,Cneo AK release,SIRT5 block,miR122 inh,Statin myotox sup
Cc1nc2ccccc2c(=O)n1NC(=O)c1ccc(F)cc1Cl,x,-4,-1,-5,x,-2,-5
CCOC(=O)C1CCCN(C(=O)c2ccc3ncsc3c2)C1 (configuration not stated),-4,7,9,-2,x,44,-3
Cc1cc2c(cc(C(=O)OC(C(=O)NCc3ccco3)C(C)C)n2C)o1 (configuration not stated),-4,-1,16,0,0,x,30
Nc1ccccc1OCP(=O)(c1ccccc1)c1ccccc1,-4,x,-20,x,-1,x,x
CSc1ccc(Cl)c(C(=O)N2CCN(CC(=O)N3CCCC3)CC2)c1,-15,0,-11,-3,-1,-5,8
CCOC(=O)C1C(=O)C=C(c2ccc(C)cc2)CC1c1ccccc1 (configuration not stated),9,x,6,x,-3,x,x
Nc1ccc2c(c1)N1CCN=C1S2,x,-6,12,1,x,-6,7
O=C(NC1CCCCC1)C(c1ccco1)N(C(=O)c1csnn1)C1CCCC1 (configuration not stated),x,-3,-8,1,x,-6,11
C[C@H]1CCCCO[C@H](CN(C)C)[C@@H](C)CN([C@@H](C)CO)C(=O)c2cc(NC(=O)CCCCCC(=O)Nc3ccccc3N)ccc2O1,0,12,3,0,1,3[16.7 µM],x
CCC(=O)Nc1ccc2c(c1)C(=O)N(C)[C@@H]1CC[C@H](CC(=O)NC3Cc4ccccc4C3)O[C@@H]1CO2,-1,1,-2,7,-7,-2[16.7 µM],-10
O=C(CCn1nc(-c2ccccc2)c2ccccc2c1=O)NCC1CCCO1 (configuration not stated),x,1,2,1,x,-3,20
CCN1CCN(CCCNC(=O)CCC(=O)N2CC(C)Oc3ccc(C)cc32)CC1 (configuration not stated),-2,0,3,-1,0,1,16
Cc1ccc(C)c(NC(=O)CS(=O)(=O)c2c[nH]c3ccccc23)c1,x,0,-3,2,x,7,10
O=C(CSc1ncnc2c1cnn2-c1cccc(Cl)c1)NCC1CCCO1 (configuration not stated),0,6,-7,4,-1,1,11
Cc1nn(Cc2ccccc2Cl)c(C)c1NC(=O)/C=C/c1cnn(C)c1,x,0,3,-1,x,x,4
Cc1ccc(/C=C2/N=C(c3ccccc3)NNC2=O)cc1,-1,x,x,-1,-4,-2,x
Cc1ccc(CNC(=O)C2(S(=O)(=O)c3ccc(C)cc3)CC2)cc1,-1,6,-7,0,-1,0,13
c1ccc(-n2cnc3cc(NCc4cccs4)ccc32)cc1,x,-16,5,-3,x,24,-7
CCCCCn1cnc2sc(-c3ccccc3)cc2c1=O,x,82*,1,-3,x,11,-50
CCn1c(C)nc2cc(-c3nnc(-c4c(-c5ccccc5)noc4C)o3)ccc21,x,-19,-2,7,x,-20,-2
Cc1noc(C)c1CSc1nc2ccccc2c(=O)n1-c1ccc(F)cc1F,x,-22,-3,0,x,27,-45
COc1ccc(-c2nc(NC(=O)Cn3c(=O)oc4ccccc43)sc2C)cc1,1,x,-4,3,0,x,x
O=C(Cc1ccccc1)N1CCC(C(=O)N2CCN(c3ccc(F)cc3)CC2)CC1,x,0,-4,2,x,1,5
Nc1ccc(-c2nc3ncccc3o2)c(O)c1,2,57*,-1,-8,-4,x,-3
CCc1nc2ccc(C(=O)Nc3ccc(OC)c(OC)c3)cn2c1N(C)CCC(C)C,7,7,x,0,5,-9,7

# Following part.
SMILES,ERp5 inh,esBAF inh,ARNT TACC3 PPI,Cneo AK release,SIRT5 block,miR122 inh,Statin myotox sup
COC(=O)C[C@H]1C[C@H]2c3cc(NS(=O)(=O)c4ccc(F)cc4)ccc3O[C@H]2[C@@H](CO)O1,-8,2,3,1,1,-4[16.7 µM],-2
C[C@H](CO)N1C[C@H](C)[C@@H](CN(C)Cc2cncnc2)Oc2cc(-c3ccncc3)ccc2S1(=O)=O,4,-5,-10,-3,1,3[16.7 µM],20
COc1ccc(-n2c(SC3CCOC3=O)nc3ccccc3c2=O)cc1Cl (configuration not stated),-8,-5,-14,2,0,x,-3
COc1cccc(-c2cc(C(=O)Nc3cccc(O)c3)no2)c1,x,-30,-1,-1,x,-6,-24
COc1ccc(NC(=O)N2C[C@@H](O)COC[C@H]3O[C@H](CC(=O)N4CCCCC4)CC[C@@H]32)cc1,3,1,-7,-1,2,0[16.7 µM],0
CC(C)NC(=O)c1cc(C2CCCCN2S(=O)(=O)c2ccccc2)on1 (configuration not stated),-2,-2,x,0,-3,0,-1
N#Cc1nc(-c2ccc(OCc3ccc(Cl)cc3)cc2)oc1N1CCC(C(N)=O)CC1,-5,6,-2,1,-18,2,16
CCN1C(=O)[C@H]2[C@@H](c3ccc(OC)cc3)N[C@]3(CCCN(Cc4ccc(OC)cc4)C3=O)[C@H]2C1=O,-5,-4,x,-3,-5,-3,4
COCC(=O)N(C)C[C@@H]1Oc2ncc(C#Cc3ccccc3OC)cc2C(=O)N([C@H](C)CO)C[C@H]1C,3,5,-14,0,0,-4[16.7 µM],x
COc1ccc(NC(=O)Nc2ccc3c(c2)CC(=O)N([C@@H](C)CO)C[C@@H](C)[C@@H](CN(C)S(=O)(=O)c2ccc(OC)cc2)O3)cc1,1,8,3,-3,-1,-10[16.7 µM],5
Cc1ccc(Cl)cc1NC(=O)NCCN1CCCCC1,1,3,-3,1,x,-2,-1
Fc1ccc(N2N=C(c3cccs3)CC2c2ccco2)c(F)c1 (configuration not stated),x,6,-57,-4,x,-4,9
Cc1cc(=O)[nH]c(N/N=C/c2c(C)nn(-c3ccccc3)c2Cl)n1,6,2,4,x,16*,-1,6
COc1cccc(S(=O)(=O)N[C@@H]2CC[C@@H](CC(=O)NC3CCC3)O[C@@H]2CO)c1,0,-2,-31,2,0,x,19
COc1ccc(CNC(=O)C[C@@H]2C=C[C@H](NC(=O)c3cccc(F)c3)[C@H](CO)O2)cc1,-2,-7,2,-2,-1,x,2
O=C(C[C@@H]1CC[C@@H]2[C@H](COC[C@H](O)CN2Cc2ccccc2F)O1)N[C@@H]1CCN(Cc2ccccc2)C1,6,-1,7,0,0,-15[16.7 µM],5
CC1=C(CC(=O)O)c2cc(F)ccc2/C1=C\c1ccc(S(C)=O)cc1 (configuration not stated),-5,7,-4,-1,1,-3,-2
COCC(=O)N(C)C[C@@H]1Oc2ncc(C#Cc3ccc(OC)cc3)cc2C(=O)N([C@H](C)CO)C[C@H]1C,0,8,-7,1,-1,-2[16.7 µM],2
COc1ccc(OCCCNCCc2ccccc2)cc1,6,x,18,x,-1,x,x
Cc1ccc(OCC(=O)Nc2ccc(S(=O)(=O)Nc3ccccn3)cc2)c(C)c1,x,x,-3,-4,x,-3,x
C/C=C/c1cnc2c(c1)C(=O)N([C@@H](C)CO)C[C@H](C)[C@H](CN(C)C(=O)Cc1cccnc1)O2,-7,-2,-8,0,4,1[16.7 µM],-3
CCOC(=O)C1(Cc2ccc(Cl)cc2)CCN(Cc2cnc(N)nc2)CC1,4,-9,-6,x,-4,2,-8
COc1ccccc1NC(=O)COc1ccc(/C=N/n2cnnc2)cc1OC,-6,2,-5,1,x,1,5
CCCCOc1ccc(C(=O)N/C(=C\c2cccc([N+](=O)[O-])c2)C(=O)OC(C)C)cc1,x,9,-23,5,x,-8,-33
CCOCCCNC(=O)C(c1ccc(Cl)cc1)N(Cc1ccc2c(c1)OCO2)C(=O)CNC(C)=O (configuration not stated),2,x,-6,x,-5,x,x

# Record cards, as listed above. Order of values: ERp5 inh | esBAF inh | ARNT TACC3 PPI | Cneo AK release | SIRT5 block | miR122 inh | Statin myotox sup
# CCN1C(=O)[C@H]2[C@@H](c3ccc(OC)cc3)N[C@]3(CCCN(Cc4ccc(OC)cc4)C3=O)[C@H]2C1=O in the list: -5 | -4 | x | -3 | -5 | -3 | 4
# Cc1cc2c(cc(C(=O)OC(C(=O)NCc3ccco3)C(C)C)n2C)o1 (configuration not stated) in the list: -4 | -1 | 16 | 0 | 0 | x | 30

# The results go on:
SMILES,ERp5 inh,esBAF inh,ARNT TACC3 PPI,Cneo AK release,SIRT5 block,miR122 inh,Statin myotox sup
CCOc1ccc(NC(=O)CCC(=O)NNC(=O)Nc2ccc(Cl)cc2)cc1,0,x,x,x,1,-4,x
CC(C)c1ccccc1OCC(O)CN(CC(O)COc1cccc2ccccc12)C(C)C (configuration not stated),-16,0,2,8,-5,-20,-27
C[C@@H]1C=C(C(=O)NC2CC2)O[C@H](OCc2ccc(CO)cc2)C1,0,13,-1,-2,0,-1,8
CC(C)N(Cc1nc(-c2ccccc2)no1)C(=O)C(C)(C)C,x,18,-12,0,x,1,7
COCC(=O)N[C@@H]1C=C[C@@H](CC(=O)N2CCCCC2)O[C@H]1CO,1,-1,-1,-20,0,5[16.7 µM],5
Cc1cc(OCCn2ccnc2)cc(C(C)C)c1,u,x,x,2,-1,-3,x
COC(=O)c1ccc(OCC(O)CN(CCO)CCO)cc1 (configuration not stated),x,-4,x,0,x,-10,1
COc1cccc(Oc2nc(-c3ccncc3)nc3ccccc23)c1,1,x,x,0,-5,7,x
COc1cccc(C(=O)COC(=O)c2cccs2)c1,0,30,-35,-12,2,x,10
C/C=C/c1cnc2c(c1)C(=O)N([C@@H](C)CO)C[C@@H](C)[C@@H](CN(C)Cc1ccc(F)cc1)O2,-5,-3,x,1,2,3[16.7 µM],16
CC1CC(C)(C)NC(=S)N1CCCC(=O)N1CCN(c2ccc(F)cc2)CC1 (configuration not stated),x,x,10,-1,x,4,x
O=C(Nc1cccc(C(=O)N2CCCCC2)c1)c1ccccc1Br,-5,-4,0,4,0,7,1
Cc1ccc(C)c(NC(=O)CN(C)C(=O)c2ccc(-c3ccc(Cl)cc3)o2)c1,1,x,-4,x,7,x,x
COc1ccc(/C=N/Nc2ncnc3c2[nH]c2ccc(C)cc23)c(OC)c1OC,-11,x,2,-1,-2,-1,x
COc1cccc(NC(=O)COC(=O)CCSc2ccccc2)c1,-1,-5,0,0,x,0,-3
C[C@H]1CN([C@@H](C)CO)C(=O)c2cc(-c3ccc(F)cc3)cnc2O[C@H]1CN(C)S(C)(=O)=O,4,0,-3,0,-2,1[16.7 µM],-2
COc1ccc(NC(=O)CCNS(=O)(=O)c2ccc3[nH]c(=O)oc3c2)cc1Cl,-4,-16,-26,-1,-5,9,-11
C[C@@H]1CN([C@@H](C)CO)C(=O)c2cc(NS(=O)(=O)c3ccccc3)ccc2O[C@@H](C)CCCCO[C@@H]1CN(C)Cc1ccncc1,-5,4,12,1,5,20[16.7 µM],x
CCOC(=O)N1CCN(CC(O)COc2ccccc2C(C)CC)CC1 (configuration not stated),x,-2,-3,-2,x,2,12
CNC[C@@H]1Oc2cc(-c3ccc(C(=O)N(C)C)cc3)ccc2S(=O)(=O)N([C@@H](C)CO)C[C@H]1C,1,1,-3,1,-1,2[16.7 µM],13
O=C(O)c1ccccc1NC(=O)C(Cc1ccccc1)N1C(=O)c2ccccc2C1=O (configuration not stated),4,-7,-2,-1,5,2,4
O=C(CN1C(=O)S/C(=C\c2ccccc2Cl)C1=O)NC1C=CS(=O)(=O)C1 (configuration not stated),2,0,-1,-1,-7,3,17
COc1ccc(CCNS(=O)(=O)c2cnc(Cl)c(Br)c2)cc1OC,-1,x,-3,2,-13,-2,x
O=C1COC(c2ccccc2O)=NN1CCCl,17,4,x,2,x,x,0

# Sorted by length of the SMILES (ascending): part of the list above.
SMILES,ERp5 inh,esBAF inh,ARNT TACC3 PPI,Cneo AK release,SIRT5 block,miR122 inh,Statin myotox sup
COC(=O)c1ccc(OCC(O)CN(CCO)CCO)cc1 (configuration not stated),x,-4,x,0,x,-10,1
CCOC(=O)C1CCCN(C(=O)c2ccc3ncsc3c2)C1 (configuration not stated),-4,7,9,-2,x,44,-3
Cc1cc(=O)[nH]c(N/N=C/c2c(C)nn(-c3ccccc3)c2Cl)n1,6,2,4,x,16*,-1,6
COCC(=O)N(C)C[C@@H]1Oc2ncc(C#Cc3ccc(OC)cc3)cc2C(=O)N([C@H](C)CO)C[C@H]1C,0,8,-7,1,-1,-2[16.7 µM],2
O=C(C[C@@H]1CC[C@@H]2[C@H](COC[C@H](O)CN2Cc2ccccc2F)O1)N[C@@H]1CCN(Cc2ccccc2)C1,6,-1,7,0,0,-15[16.7 µM],5

# No enrichment for hits; overall some 4% were active at least once.
